Screens deposited in PubChem by several laboratories.
NPY1 pot ag: NPY-Y1 receptor potentiators or agonists, primary screen, cell-based | Neuropeptide Y receptor type 1 (Homo sapiens), P25929 | NPY-Y1 expressing cells, potentiator/agonist activation | activation, % at 3.6 µM | hit rate 0.37% among 220,000 | AID 1304, 2008; in the data active means activation above about 33%, passing the limit was not always enough;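 further: cells stimulated with NPY at EC10 then isoproterenol at EC100; 0% = low agonist plus stimulus and 100% = saturating agonist plus stimulus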
Target sequence (P25929 whole entry, looked up): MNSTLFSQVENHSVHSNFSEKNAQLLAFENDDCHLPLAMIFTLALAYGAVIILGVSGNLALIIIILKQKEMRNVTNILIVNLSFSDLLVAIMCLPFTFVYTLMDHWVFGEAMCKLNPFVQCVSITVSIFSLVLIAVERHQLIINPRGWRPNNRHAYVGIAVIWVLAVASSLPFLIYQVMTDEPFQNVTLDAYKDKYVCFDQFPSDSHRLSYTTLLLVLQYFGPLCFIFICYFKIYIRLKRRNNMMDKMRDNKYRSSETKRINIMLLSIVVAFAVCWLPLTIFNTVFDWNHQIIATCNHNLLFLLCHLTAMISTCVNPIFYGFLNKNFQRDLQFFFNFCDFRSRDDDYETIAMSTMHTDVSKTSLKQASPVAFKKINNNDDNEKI
PGE2 EP2 inh: human EP2 receptor antagonists, primary screen, TR-FRET cAMP, C6 glioma cells | hit rate 0.52% among 260,000 | AID 1422, 2008 | inhibition, % at 25 µM | C6 glioma cells expressing human EP2; cells stimulated with saturating PGE2;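 active means percent inhibition above 40 after rounding to a whole number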;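 further: rat C6 glioma host cells with rolipram phosphodiesterase inhibitor present; the protocol text gives 20 µM as final concentration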
Target sequence (P43116 whole entry, looked up): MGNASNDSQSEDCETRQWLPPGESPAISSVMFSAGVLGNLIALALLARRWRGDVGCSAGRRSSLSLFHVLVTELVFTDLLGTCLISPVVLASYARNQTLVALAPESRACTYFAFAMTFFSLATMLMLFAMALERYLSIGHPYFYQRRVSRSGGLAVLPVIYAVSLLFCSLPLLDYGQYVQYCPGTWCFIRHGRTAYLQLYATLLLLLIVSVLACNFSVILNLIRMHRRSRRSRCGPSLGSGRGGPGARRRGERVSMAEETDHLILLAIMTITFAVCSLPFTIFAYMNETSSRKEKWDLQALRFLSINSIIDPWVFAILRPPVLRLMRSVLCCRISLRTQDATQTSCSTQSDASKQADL
NPY-Y1 antag: NPY-Y1 receptor antagonists, primary screen, cell-based; Neuropeptide Y receptor type 1 (Homo sapiens), P25929; HEK293-CNG Y1 cells, membrane potential fluorescence; NPY at EC95, then isoproterenol; inhibition, % at 3.6 µM; hit rate 1% among 200,000;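 active means inhibition above the campaign mean inhibition of all tested compounds plus 3 SD, cut at about 20% in these data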;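 further: 0% = DMSO wells given NPY plus isoproterenol and 100% = isoproterenol alone without NPY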
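Test system: HEK293 cells co-expressing NPY Y1 receptor and cyclic-nucleotide gated channel; Also added: NPY (25 nM), isoproterenol (1 µM), Ro 20-1724 (25 µM); Compound dosing: one concentration, 3.6 µM, in 0.4% DMSO; Timing: dye 3 h, compound 60 min room temperature, stimulation 45 min; Technique: Membrane-potential fluorescent dye readout.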
CHOP inhibitor: inhibitors of CHOP promoter induction, primary screen, cell-based, unfolded protein response, luciferase reporter; CHO-K1 CHOP-promoter luciferase, tunicamycin-induced, 15-18 h; inhibition, % at 10 µM; hit rate 3.8% among 220,000; AID 2732, 2010;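 active means compounds that reduced the stress-induced luciferase reporter signal by more than about 70% of percent inhibition, limit read from the data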;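 further: 0% = tunicamycin plus vehicle and 100% = wells without tunicamycin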
zfTRPN1 agonist: zebrafish TRPN1 channel agonists, primary screen, cell-based, HEK293, calcium fluorescence | activation, % at 3 µM | AID 1424, 2008 | HEK293 zebrafish TRPN1-YFP, Fluo-8 calcium fluorescence; 100% = response to 87 µM carbachol | transient receptor potential cation channel N1 (TRPN1/NompC), Danio rerio | hit rate 0.18% among 220,000;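 active means activation above its plate's cutoff, the mean activation of test wells on that plate plus 3 SD, cut at about 19% in these data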;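 further: 0% = DMSO alone and 100% = 87 µM carbachol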
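Assay system: Zebrafish TRPN1-YFP in HEK293 cells | Incubation: Dye loading 1 h at 37 °C, then 30 min room temperature | Measured by: Kinetic Fluo-8 fluorescence, ex 470-495, em 515-575 nm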
EP2 modulator: EP2 receptor modulators, cAMP readout, primary screen, cell-based, HTRF cAMP, PGE2 stimulation; Prostaglandin E2 receptor EP2 subtype (Homo sapiens), P43116; EP2-expressing cells, cAMP HTRF FRET, PGE2 co-stimulation; induction, % at 25 µM; hit rate 0.83% among 260,000;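 active means compounds whose cAMP rise, as percent of the full-agonist control response, exceeds 60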;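 further: rat C6 glioma line stably carrying human EP2 under a CMV promoter; the protocol text gives 20 µM as final concentration; 100% = response of wells given 1 µM PGE2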
14-3-3 Bad PPI: inhibitors of 14-3-3 zeta/Bad binding, primary screen, biochemical, TR-FRET, bovine 14-3-3 zeta; TR-FRET 14-3-3zeta/Dy647-pBad peptide displacement, 1 h; hit rate 0.71% among 220,000; 14-3-3 protein zeta/delta (Bos taurus), P63103; inhibition, % at 21.7 µM;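 active means inhibition above about 70%, limit read from the data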;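 further: 0% = full 14-3-3 plus peptide FRET controls and 100% = background without 14-3-3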
Target sequence (P63103 whole entry, looked up): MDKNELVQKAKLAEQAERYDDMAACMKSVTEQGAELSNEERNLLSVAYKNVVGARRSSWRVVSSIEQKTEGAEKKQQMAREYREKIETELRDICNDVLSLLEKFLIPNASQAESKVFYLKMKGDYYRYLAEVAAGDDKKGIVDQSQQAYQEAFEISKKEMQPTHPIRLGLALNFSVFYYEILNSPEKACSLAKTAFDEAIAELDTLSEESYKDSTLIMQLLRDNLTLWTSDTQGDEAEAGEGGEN
PPC-1+TRAIL kill: compounds killing PPC-1 cancer cells with TRAIL present, primary screen, TRAIL potentiator project, ATPLite luminescence, uHTS; cell killing (% activity), % at 4 µM; PPC-1 cells + TRAIL, ATPLite viability luminescence; hit rate 0.41% among 220,000;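 active means cell killing above 50% in the first pass at 4 µM, then a duplicate retest at 5 µM averaging 50% or more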;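 further: plate controls were cells with TRAIL plus DMSO for no effect and medium-only wells lacking cells for full effect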
TRPML3 agonist: human TRPML3 channel agonists, primary screen, cell-based, HEK293 TRPML3-YFP, Fluo-8 calcium fluorescence, 3 µM | AID 1448, 2008 | hit rate 0.29% among 220,000 | Mucolipin-3 (Homo sapiens), Q8TDD5 | 100% = the carbachol control signal | activation, % at 3 µM;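 active means activation above its plate's cutoff, the mean activation of the plate's test wells plus 3 SD, cut at about 12% in these data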;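 further: 0% = DMSO only wells and 100% = carbachol wells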
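Test system – HEK293 line with stable expression of human TRPML3-YFP channel · Control set – carbachol 87 µM final as high control (100%), DMSO as low control (0%) · Signal – Fluo-8 calcium dye fluorescence, ex 470-495, em 515-575 nm · Incubation – 1-h 37 °C dye load, 5-s basal, 120-s post-compound reads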
* marks the source's active call; other numbers are inactive results; . = not tested or not shown; & = joins results of further samples; [ ] = dose if it differs, or a comment. Only part of the results is shown. The share of hits here may be higher or lower than overall.

SMILES	NPY1 pot ag	PGE2 EP2 inh	NPY-Y1 antag	CHOP inhibitor	zfTRPN1 agonist	EP2 modulator	14-3-3 Bad PPI	PPC-1+TRAIL kill	TRPML3 agonist
COc1c(C(C)C)cc(NC(C)=O)cc1C(C)C	0	15	5	6	-0.6	-3	3[fluorescence artefact?]	7	0.4
Cn1ccs/c1=N\C(=O)Nc1ccccc1	4	6	-2	-6	-0.9	-8	-6	19	0.6
O=C1C(Cc2ccccc2)SC(=Nc2ccccc2)N1c1ccccc1 (configuration not stated)	17	.	-3	59	-1.3	38	2	6	-1.1
CCc1nnc(NS(=O)(=O)c2ccc(NC(=S)NC(=O)/C=C/c3ccc(F)cc3)cc2)s1	9	133*	-2	22	0.2	-11	4[fluorescence artefact?]	13	0.3
O=C(CCS(=O)(=O)c1cc(Br)cc2c1N(C(=O)C1CC1)CC2)N1CCN(c2ccccn2)CC1	-14	1	0	23	-1.6	9	0	35	0.0
COc1cccc(Nc2c(F)c(OC)c(F)c(F)c2C(=O)O)c1	-5	19	-4	0	0.5	23	26[fluorescence artefact?]	16	0.7
CN(C)Cc1ccccc1Cc1ccccc1	-18	7	4	20	0.4	19	-8[fluorescence artefact?]	19	0.8
N#Cc1c(-c2ccccc2Cl)c2c([nH]c1=O)-c1ccccc1OC2	-3	8	.	16	-0.3	-12	2	15	-0.1
O=C(NC1(C(F)(F)F)C(=O)Nc2c1c(=O)[nH]c(=O)n2Cc1ccco1)C1CC1 (configuration not stated)	5	10	6	30	0.9	30	-6[fluorescence artefact?]	21	0.8
S=c1[nH]ncn1NCc1ccc(Cl)cc1Cl	-12	5	2	10	0.6	14	-3	9	0.3
COC(=O)c1cc([N+](=O)[O-])c(-n2cncn2)c([N+](=O)[O-])c1	1	77*	28*	110*	1.6	25	-2	.	0.7
O=C(Nc1ccc(Br)cn1)c1ccc([N+](=O)[O-])cc1Cl	18	7	5	-20	0.5	-10	1	12	1.2
O=C(CNc1cccc2ccccc12)N/N=C/C=C/c1ccco1	-4	2	7	9	1.1	-23	1	12	1.0
COc1cccc(-n2nc3c(-n4ncc(C#N)c4N)nnc(C)c3c2C)c1	-18	6	-1	18	0.0	-3	0	19	0.6
Cc1cccc(C)c1NC(=O)COC(=O)CCc1ccc(S(=O)(=O)N2CCCCC2)cc1	9	4	9	-2	3.0	-1	6	0	0.4
COC(=O)COc1ccc(S(=O)(=O)NCc2cccnc2)cc1C	28	3&9	-1	12	-0.4	1&-14	4[fluorescence artefact?]	-4	0.5
Fc1cccc(/C=N/Nc2ncnc3nc[nH]c23)c1	1	6	2	-28	-0.4	-38	-6	15	-0.4
Cc1cc(C)n(-c2nc3ccccc3nc2N2CCN(C(=O)c3ccc(Cl)cc3)CC2)n1	-3	9	-2	17	-1.6	27	9	14	-0.5
Cc1ccc(S(=O)(=O)Nc2ccc3c(c2)CCC3)cc1	-16	6	-2	57	-1.7	2	-3	8	0.3
C#CCOC(=O)C(NC(=O)c1ccccc1)=C(C)C	10	5	2	19	-0.3	8	3	-2	-0.4
COc1ccc(-n2sc3c(c2=S)-c2cc(OC)ccc2NC3(C)C)cc1	21	12	-1	91*	0.4	16	0	-5	0.9
S=c1[nH]ccn1-c1c(Cl)cccc1Cl	11	4	.	-1	0.5	24	2	-20	0.3
Cc1c(C(=O)N2CCN(c3cccc(Cl)c3)CC2)cccc1[N+](=O)[O-]	-8	8	5	27	-3.1	-81	-7	6	-1.1
COCC(=O)N/N=C/c1c(C)[nH]n(-c2ccccc2)c1=O	-4	5	0	73*	-1.2	19	-18	-10	0.9
COc1ccc2cc(C(=O)N3CCCCCC3)sc(=O)c2c1OC	-15	7	-7	29	4.4	13	10	1	2.0
COc1ccc(-c2csc(Nc3ccc(C)cn3)n2)cc1OC	-3	5	-4	-2	0.3	-47	-9	-4	-1.5
CCOc1ccc2oc(C(=O)O)c(C)c2c1	-6	3	.	-11	-0.3	6	-8	-3	0.8
Cc1c(Cl)cnc(NC(=O)COC(=O)c2ccc3c(c2)OCO3)c1Cl	-19	3	4	52	-0.1	-12	-2	22	0.5
COc1cc(/C=C/C(=O)N2C(=O)c3cccc(N)c3C2=O)cc(OC)c1OC	-1	10	-2	94*	-0.5	-6	5	10	0.1
COCCNCCOCCOc1ccc(Cl)c(C)c1	2	12	4	51	-0.2	-14	32[fluorescence artefact?]	3	1.0

Reformatted: entries from further up
SMILES,NPY1 pot ag,PGE2 EP2 inh,NPY-Y1 antag,CHOP inhibitor,zfTRPN1 agonist,EP2 modulator,14-3-3 Bad PPI,PPC-1+TRAIL kill,TRPML3 agonist
CCOc1ccc2oc(C(=O)O)c(C)c2c1,-6,3,.,-11,-0.3,6,-8,-3,0.8
Cc1c(Cl)cnc(NC(=O)COC(=O)c2ccc3c(c2)OCO3)c1Cl,-19,3,4,52,-0.1,-12,-2,22,0.5
COc1cc(/C=C/C(=O)N2C(=O)c3cccc(N)c3C2=O)cc(OC)c1OC,-1,10,-2,94*,-0.5,-6,5,10,0.1
COCCNCCOCCOc1ccc(Cl)c(C)c1,2,12,4,51,-0.2,-14,32[fluorescence artefact?],3,1.0

Carrying on.
SMILES	NPY1 pot ag	PGE2 EP2 inh	NPY-Y1 antag	CHOP inhibitor	zfTRPN1 agonist	EP2 modulator	14-3-3 Bad PPI	PPC-1+TRAIL kill	TRPML3 agonist
O=C(NCc1ccccn1)[C@H]1C[C@@H]1[C@H](NP(=O)(c1ccccc1)c1ccccc1)c1ccccc1	-4	7	8	-4	-1.4	10	-6[fluorescence artefact?]	6	-0.9
COC(=O)c1ccccc1NC(=S)N(C)C	14	17	.	14	-0.8	0	3	-11	0.5
Cc1[nH]nc2c1C1(C(=O)N(Cc3ccc(Cl)cc3)c3ccccc31)C(C#N)=C(N)O2 (configuration not stated)	7	1	-4	8	0.1	-9	16[fluorescence artefact?]	0	-1.0
O=C(NC1CCCCC1)N1CCCC(c2nc(-c3cccs3)no2)C1 (configuration not stated)	14	11	-4	26	0.7	-20	4[fluorescence artefact?]	5	0.0
CCn1nc(C)c(/C=N/NC(=O)Cn2nc(C)cc2C)c1C	-8	8	4	-1	-0.5	-6	10[fluorescence artefact?]	14	0.2
C/C(CC(=O)Nc1cc(Cl)ccc1Cl)=N\NC(=O)c1ccco1	-3	8	-1	-12	-1.1	15	-8	-4	-0.7
CCN(CC)S(=O)(=O)c1ccc(N2CCOCC2)c(NC(=O)C2CCCO2)c1 (configuration not stated)	17	5	.	1	1.8	18	-3	21	0.7
COc1ccc(NS(=O)(=O)c2ccc(Oc3cccc(C(=O)O)c3)cc2)cc1	-12	4	3	-2	-1.1	-2	3	36	0.2
C/C(N)=C(/C#N)C(=O)CSc1nnc(SCc2ccc(Cl)cc2)s1	-8	9	-2	34	2.9	-47	13	29	-0.3
COC(=O)C(CCSC)NC(=O)CNC(=O)C1CCCCC1 (configuration not stated)	2	6	0	37	2.1	23	4[fluorescence artefact?]	4	0.3
CN(C)S(=O)(=O)c1cccc(NC(=S)NCc2ccc3c(c2)OCO3)c1	16	12	-2	3	4.7	-74	-12	24	1.2
COCCCN1C(=O)c2ccc(C(=O)OCC(=O)NCCc3ccccc3)cc2C1=O	3	5	-1	7	0.4	-10	-3	32	0.7
Cc1cccc(NC(=O)c2ccc([N+](=O)[O-])cc2Cl)n1	-2	2	-2	22	1.3	4	1	-6	0.9
C=CCn1cccc(C(=O)Nc2cc(OC)ccc2OC)c1=O	10	8	0	19	-0.5	-39	-8	12	0.5
COc1cccc(C2CC(c3ccc(F)cc3)Nc3nc(N)nn32)c1 (configuration not stated)	7	7	-3	-1	3.2	2	9[fluorescence artefact?]	-2	1.5
Cc1ccc(C(=O)C2=C(O)C(=O)N(c3ncccn3)C2c2ccc(Br)cc2)o1 (configuration not stated)	1	21	.	6	0.9	18	1	15	0.5
Cc1ccc(-n2c(Cc3cccn3C)nnc2SCC(=O)NCc2ccc3c(c2)OCO3)cc1	-1	6	-1	21	-0.2	33	-9	-4	0.2
CCc1ccc(C2C3=C(CCCC3=O)OC3=C2C(=O)CCC3)cc1	15	9	-3	40	3.9	21	1	29	0.3

Structures shown so far that have fluorine, in the order listed:
SMILES	NPY1 pot ag	PGE2 EP2 inh	NPY-Y1 antag	CHOP inhibitor	zfTRPN1 agonist	EP2 modulator	14-3-3 Bad PPI	PPC-1+TRAIL kill	TRPML3 agonist
CCc1nnc(NS(=O)(=O)c2ccc(NC(=S)NC(=O)/C=C/c3ccc(F)cc3)cc2)s1	9	133*	-2	22	0.2	-11	4[fluorescence artefact?]	13	0.3
COc1cccc(Nc2c(F)c(OC)c(F)c(F)c2C(=O)O)c1	-5	19	-4	0	0.5	23	26[fluorescence artefact?]	16	0.7
O=C(NC1(C(F)(F)F)C(=O)Nc2c1c(=O)[nH]c(=O)n2Cc1ccco1)C1CC1 (configuration not stated)	5	10	6	30	0.9	30	-6[fluorescence artefact?]	21	0.8
Fc1cccc(/C=N/Nc2ncnc3nc[nH]c23)c1	1	6	2	-28	-0.4	-38	-6	15	-0.4
COc1cccc(C2CC(c3ccc(F)cc3)Nc3nc(N)nn32)c1 (configuration not stated)	7	7	-3	-1	3.2	2	9[fluorescence artefact?]	-2	1.5
